# Assay outcomes as filed in PubChem.
# STEP block = STEP (human) phosphatase inhibition. P54829. AID 588621. recombinant STEP, OMFP fluorogenic substrate, fluorescence. inhibition, % at 20 µM. 360,000 tested, 0.25% active;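 active means inhibition at 20 µM, scaled per plate between control wells, above about 37%, limit read from the data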;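 further: 0% = DMSO with enzyme and substrate and 100% = substrate only without enzyme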
# Target sequence (P54829 whole entry, looked up): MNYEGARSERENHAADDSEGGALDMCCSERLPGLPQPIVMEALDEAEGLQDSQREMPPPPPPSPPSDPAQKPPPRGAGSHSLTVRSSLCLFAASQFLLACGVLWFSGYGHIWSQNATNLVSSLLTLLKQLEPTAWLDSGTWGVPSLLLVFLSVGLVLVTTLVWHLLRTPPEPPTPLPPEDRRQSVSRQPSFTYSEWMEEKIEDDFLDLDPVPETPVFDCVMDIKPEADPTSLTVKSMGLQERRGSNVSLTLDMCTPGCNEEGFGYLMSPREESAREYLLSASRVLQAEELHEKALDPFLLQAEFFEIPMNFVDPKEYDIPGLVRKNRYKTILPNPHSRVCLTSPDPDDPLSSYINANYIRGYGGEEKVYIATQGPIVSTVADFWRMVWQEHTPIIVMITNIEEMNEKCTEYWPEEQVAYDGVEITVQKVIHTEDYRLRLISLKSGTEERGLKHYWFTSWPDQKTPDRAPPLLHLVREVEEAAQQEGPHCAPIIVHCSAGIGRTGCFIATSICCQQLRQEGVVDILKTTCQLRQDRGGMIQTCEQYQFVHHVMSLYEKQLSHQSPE
#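 System: isolated STEP enzyme; schedule: 20 min enzyme reaction at room temperature, protected from light; medium: Bis-Tris buffer pH 6.0, 2.5 mM DTT, 0.005% Tween 20; signal: fluorescence, 480/540 nm; dosing: single compound dose of 20 µM, 1% DMSO final; also added: OMFP substrate, 25 µM final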
# MsrA inh = inhibitors of bovine MsrA. 360,000 tested, 0.75% active. AID 651718. inhibition, % at 15.5 µM. purified bovine MsrA, absorbance read-out; in the data active means inhibition above about 4.5%;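 further: 0% = vehicle wells with enzyme and 100% = reference inhibitor wells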
# TbMetRS inhib = Trypanosoma brucei MetRS inhibition | 360,000 tested, 0.4% active | purified T. brucei MetRS, ATP depletion, Kinase-Glo luminescence | inhibition, % at 11.9 µM;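 active means inhibition above a per-plate cutoff of the control wells' mean inhibition plus 3 SD, cut at about 5.5% in these data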;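 further: 0% = DMSO wells median and 100% = median of wells with control inhibitor compound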
#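 assay system = parasite MetRS enzyme | timing = 15 min preincubation, 2 h reaction, all 25 °C | evaluation = percent inhibition relative to median high and low control wells | medium = HEPES buffer containing pyrophosphatase, BSA, spermine, DTT | compound = single dose, 11.9 µM final nominal, 0.9% final DMSO | detection = Kinase-Glo luminescence, ATP depletion format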
# DNMT1 block = inhibitors of human DNMT1; 360,000 tested, 0.83% active; inhibition (reported as % activation of signal), % at 10 µM; DNMT1 molecular beacon, Hinp1I cleavage, fluorescence; in the data active means inhibition above about 50%
# Scp1 inh = inhibitors of human Scp-1 phosphatase; Recombinant Scp1, phosphopeptide, malachite green phosphate absorbance; inhibition, % at 20 µM; 340,000 tested, 0.88% active;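 active means inhibition above about 50% at 20 µM, limit read from the data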;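 further: plate controls were DMSO wells with enzyme for no effect and wells lacking enzyme for full effect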
#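 Material – SCP-1 phosphatase catalytic domain, residues 76-261 · Buffer or medium – Acidic Tris acetate buffer with magnesium and detergent · Also added – Phospho 17-mer peptide substrate · Compound – single 20 µM dose, 1% DMSO · Times – 45 min room-temperature reaction, 5 min colour, 30 min stabiliser · Technique – Phosphate-binding colour reagent, absorbance read at 630 nm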
# SUMO1 PPI mod = SUMO1-SIM interaction modulation; inhibition, % at 20 µM; P63165; AID 602429; 360,000 tested, 0.33% active; SUMO1 binding to a labelled peptide, TR-FRET, 1 h; in the data active means inhibition above about 37%
# Target sequence (P63165 whole entry, looked up): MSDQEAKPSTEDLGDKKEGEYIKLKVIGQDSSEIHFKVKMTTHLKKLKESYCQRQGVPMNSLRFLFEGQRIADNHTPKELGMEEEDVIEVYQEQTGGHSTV
# CSN inh = blocks human CSN-mediated cullin deneddylation; Q92905; Purified CSN, SCF-Nedd8-OG deneddylation, fluorescence polarization; inhibition, % at 12.5 µM; 360,000 tested, 0.38% active; AID 651999;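 active means pattern-corrected inhibition above about 35%, with an unprinted fluorescence ratio check between 0.5 and 1.5, limit read from the data, passing the limit was not always enough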;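 further: 0% = enzyme with substrate and 100% = substrate without enzyme; some results filed as inactive read as strong as hits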
# Target sequence (Q92905 whole entry, looked up, one chain of several): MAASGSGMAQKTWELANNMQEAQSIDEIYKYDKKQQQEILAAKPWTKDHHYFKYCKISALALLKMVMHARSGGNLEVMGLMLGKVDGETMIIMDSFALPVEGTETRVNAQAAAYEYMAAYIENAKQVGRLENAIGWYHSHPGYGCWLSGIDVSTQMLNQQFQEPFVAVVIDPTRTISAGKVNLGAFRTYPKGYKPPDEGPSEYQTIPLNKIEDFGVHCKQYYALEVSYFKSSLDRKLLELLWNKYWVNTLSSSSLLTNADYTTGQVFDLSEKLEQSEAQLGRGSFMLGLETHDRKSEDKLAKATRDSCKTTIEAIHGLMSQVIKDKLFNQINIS
#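 Test system: Human Csn5 produced in HEK293T cells | Compound: 12.5 µM single point | Times: 90 min, room temperature | Signal: Fluorescence polarization readout | Read-out basis: % inhibition of substrate cleavage by Csn5 | Controls: no-enzyme wells high, enzyme-with-substrate wells low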
# LMPTP block = LMPTP (human) inhibition | P24666 | recombinant LMPTP-A, OMFP fluorogenic substrate, fluorescence intensity | inhibition, % at 20 µM | 360,000 tested, 0.22% active | AID 651560;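 active means compounds that cut the enzyme signal by at least half of the control window in the single-dose screen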;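 further: plate controls were DMSO wells with enzyme plus substrate for no effect and substrate without enzyme for full effect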
#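 Material: LMPTP-A; amount: 0.625 nM enzyme; doses: single 20 µM dose; times: reaction 50 min, room temperature, dark; technique: fluorescence intensity of OMFP turnover product; benchmarks: no-enzyme and uninhibited controls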
# Rpn11 block = blocks the human proteasome subunit Rpn11. calls only at 20 µM. 360,000 tested, 0.59% active. human 26S proteasome, Ub4-pepOG fluorescence polarization; 20S core pre-blocked with epoxomicin. AID 588493;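 active means inhibition at 20 µM, scaled to each plate's controls, above about 33%, limit read from the data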
# NadD block = blocks S. aureus nicotinate mononucleotide adenylyltransferase. 360,000 tested, 0.78% active. purified NadD enzyme, colorimetric absorbance read-out. inhibition, % at 20 µM; in the data active means inhibition above about 26%; further: some compounds past the cut are filed as inactive
# Starred values were filed as active, the others as inactive; i = inactive; · = not tested or not shown; & = joins results of further samples.
STEP block	MsrA inh	TbMetRS inhib	DNMT1 block	Scp1 inh	SUMO1 PPI mod	CSN inh	LMPTP block	Rpn11 block	NadD block	structure
3	1.6	-0.1	-12	-10	-8	-10	5.3	i	-1	COc1ccc(C2CC(c3ccccc3OC(C)=O)=NN2C(=O)/C=C/c2ccccc2)cc1OC (stereo not drawn)
1	1.3	0.0	-2	-6	1	1	0.5	i	5	O=C(NCCCN1CCCCC1)C1CCN(c2ncnc3c2nc2n3CCCCC2)CC1
1	-0.5	0.2	-2	-16	1	-2	-1.5	i	-5	Cc1cc(C(=O)Nc2c(C)nn(Cc3ccccc3)c2C)on1
-1	0.3	-1.6	5	14	3	3	-0.2	i	6	C=CCOc1ccc(/C=C/C(=O)Nc2ccc(C(=O)NC)cc2)cc1
0	-0.2	-0.7	-1	-8	3	8	-0.4	i	-5	CCCCN1CC(C)(C)Oc2cccc(F)c2S1(=O)=O
-2	1.7	-1.1	2	0	-19	1	2.3	i	-4	CCOC(=O)C1=C(COC(=O)/C=C/c2ccc(OC)c(OC)c2)NC(=O)NC1C (stereo not drawn)
-3	0.9	0.0	-1	22	4	-2	-0.4	i	-2	O=C(NCC1CCCN1S(=O)(=O)c1cccs1)c1ccc(F)cc1 (stereo not drawn)
-2	-0.1	0.1	-4	-1	-2	3	-1.4	i	2	CN(CCC1CCOCC1)C(=O)CC1C(=O)NCCN1Cc1cccc(F)c1 (stereo not drawn)
-2	1.0	-0.6	0	2	-2	2	-1.0	i	-3	COCCN(C(=O)c1snc(C(N)=O)c1N)C(C(=O)NC1CCCC1)c1cc(OC)c(OC)c(OC)c1 (stereo not drawn)
0	0.9	0.1	-8	-2	-11	-3	0.5	i	3	C=CCN1C=C2C(=O)C(C)(OC(=O)c3cccs3)C(=O)C=C2C=C1CCCC(=O)OC (stereo not drawn)
-3	·	-0.8	-3	-5	-4	2	1.0	i	-10	CC1CCCC(C)N1CCCNC(=O)Cn1ncc2c3ccccc3n(C)c2c1=O (stereo not drawn)
1	-0.2	-0.4	-8	66*	2	-1	-1.2	i	-4	COc1ccc(S(=O)(=O)Nc2ccc3c(c2)C(=O)N([C@H](C)CO)C[C@H](C)[C@@H](CN(C)S(=O)(=O)c2ccc(OC)cc2)O3)cc1

# A different layout for part of the listing above.
Molecule | STEP block | MsrA inh | TbMetRS inhib | DNMT1 block | Scp1 inh | SUMO1 PPI mod | CSN inh | LMPTP block | Rpn11 block | NadD block
COCCN(C(=O)c1snc(C(N)=O)c1N)C(C(=O)NC1CCCC1)c1cc(OC)c(OC)c(OC)c1 (stereo not drawn) | -2 | 1.0 | -0.6 | 0 | 2 | -2 | 2 | -1.0 | i | -3
C=CCN1C=C2C(=O)C(C)(OC(=O)c3cccs3)C(=O)C=C2C=C1CCCC(=O)OC (stereo not drawn) | 0 | 0.9 | 0.1 | -8 | -2 | -11 | -3 | 0.5 | i | 3
CC1CCCC(C)N1CCCNC(=O)Cn1ncc2c3ccccc3n(C)c2c1=O (stereo not drawn) | -3 | · | -0.8 | -3 | -5 | -4 | 2 | 1.0 | i | -10
COc1ccc(S(=O)(=O)Nc2ccc3c(c2)C(=O)N([C@H](C)CO)C[C@H](C)[C@@H](CN(C)S(=O)(=O)c2ccc(OC)cc2)O3)cc1 | 1 | -0.2 | -0.4 | -8 | 66* | 2 | -1 | -1.2 | i | -4

# The list goes on.
STEP block	MsrA inh	TbMetRS inhib	DNMT1 block	Scp1 inh	SUMO1 PPI mod	CSN inh	LMPTP block	Rpn11 block	NadD block	structure
-1	-0.7	-0.5	-4	-3	1	0	1.3	i	-3	Nc1nc(Nc2ccccc2Br)nc(C(F)(F)F)n1
-1	-0.2	-0.3	-8	-19	-2	-1	0.2	i	-1	COc1ccc(C2c3[nH]c4ccccc4c3C[C@H]3C(=O)N(CC(C)C)CC(=O)N23)c(OC)c1 (stereo partly drawn)
1	0.7	-0.3	2	-1	0	-2	-0.4	i	-4	Clc1cccc(Cc2nn[nH]n2)c1
-1	2.9	-1.0	0	1	0	-1	-1.2	i	1	c1ccc(CC(Nc2ccccn2)c2ccccc2)cc1 (stereo not drawn)
1	0.4	0.0	8	-6	-12	5	-0.4	i	-6	Cn1c(-c2ccccc2)cnc1NCc1cc2c(cc1[N+](=O)[O-])OCO2
1	0.3	-0.9	-2	-5	6	-3	-0.4	i	0	CS(=O)(=O)N(CC(=O)N1CCN(Cc2ccccc2)CC1)c1cccc(F)c1
0	·	-0.9	-5	-6	4	7	-1.0	i	-2	CCCCOC(=O)CSC1=C(C#N)C(c2ccccc2OCC)C(C#N)C(=O)N1 (stereo not drawn)
0	0.3	-0.8	3	0	-3	-1	-0.2	i	4	CCOc1ccc(NC(=O)Nc2cc(C)on2)cc1
-4	5.0*	-0.5	-6	-5	-2	-4	-1.3	i	2	CCc1cc(C(=O)Cc2nc3ccccc3[nH]2)c(O)cc1O
0	-1.4	-0.4	-3	-5	6	0	0.0	i	-1	CCOc1ccc(OCc2cccc(C(=O)N(CC)CC)c2)cc1
-3	0.7	-0.7	5	1	-26	2	-1.0	i	1	CN(C)N1C(=O)c2c(Cl)c(Cl)c(Cl)c(Cl)c2C1=O
-1	1.2	-0.7	0	0	1	-1	0.7	i	4	CN(C)N1C(N)=C(C#N)C(c2cccnc2)C2=C1CC(C)(C)CC2=O (stereo not drawn)
1	0.6	0.7	0	·	1	4	0.5	i	1	CCn1cc(CN2CCCC(C(=O)Nc3cccc(-n4cccn4)c3)C2)cn1 (stereo not drawn)
0	0.2	-0.1	2	·	1	1	-1.4	i	1	CC1(C(=O)NS(=O)(=O)C2CC2)CCN(C(=O)c2ccc(F)c(Cl)c2)C1 (stereo not drawn)
2	-0.6	-0.3	1	-4	-1	-4	0.4	i	-4	COCCNC(=O)Cn1nc(C)c([N+](=O)[O-])c1C
-3	-0.4	-0.3	3	7	2	5	-1.2	i	1	O=C(O)CCCNS(=O)(=O)c1ccc(Br)s1
14	0.8	-0.8	10	-10	-32	4	45	i	2	N/C(=N\OC(=O)c1ccccc1F)c1ccc([N+](=O)[O-])cc1
1	-0.6	-0.4	-3	-18	-1	-1	2.3	i	-5	CC(C)COP(=O)(OCC(C)C)C(Nc1ccccc1)c1ccccc1 (stereo not drawn)
2	-1.4	-0.2	5	-6	1	-1	-0.4	i	-3	CC(OC(=O)c1cccs1)C(=O)NC1CCCCC1C (stereo not drawn)
5	0.9	-0.2	1	8	10	-1	0.3	i	11	O=C(CCC1CCCC1)NNC(=O)c1cc2ccccc2cc1O
2	-0.8	-0.2	3	-9	3	-4	0.0	i	-2	Cc1ccc(S(=O)(=O)NCCC(=O)OCC(=O)N(Cc2ccccc2)C(C)(C)C)cc1
-1	0.1	-1.4	45	0	-5	-3	-0.1	i	11	Cc1ccc2cc(C#N)c(SCC(=O)NNC(=O)Cc3ccccc3)nc2c1
4	-1.2	0.0	-11	-13	-7	5	2.8	i	-5	COc1cc(CCN2C(=O)c3cccc4cccc(c34)C2=O)c(S(=O)(=O)N2CCC(C)CC2)cc1OC
-1	-0.5	0.1	41	·	-4	12	2.1	i	19	COc1ccccc1Cc1c(-c2cccc(Br)c2)nc2ccc(Br)cn12
-1	-0.9	0.8	-1	-4	2	0	0.3	i	-1	O=C(Nc1ccc(Cl)c(Cl)c1)C1CCN(C(=O)c2ccco2)CC1
-2	0.1	-1.0	-8	-7	-2	0	-1.0	i	-1	Cc1cccc(NC(=O)CCOc2ccccc2)c1
0	0.8	0.2	0	·	3	0	1.1	i	-2	COc1ccc(NC(=O)c2cc(-c3ccc(F)cc3OC)n[nH]2)c(C)c1
-3	0.4	-0.2	0	-8	-6	6	-0.3	i	-3	Cc1cc(C)n2c(nc3ccccc32)c1C(=O)NCc1ccccc1
0	0.1	-1.2	19	-7	-12	2	0.0	i	-4	Cc1nc2ccccc2nc1N/N=C/c1ccc(O)cc1
2	-0.6	-0.3	0	-2	3	-4	2.2	i	0	Fc1cccc(Cl)c1CN1CCN(c2nc3ccccc3s2)CC1
1	-0.4	-0.8	-4	-10	-13	-2	2.3	i	3	Cc1cc2cc(C#N)c(N3CCOCC3)nc2cc1Cl
-1	0.6	-0.7	0	-5	5	-1	-2.0	i	-2	O=C(CCN1CCOCC1)Nc1ccc(F)cc1
3	-0.9	0.1	-2	4	2	-1	2.0	i	-8	CCc1ccccc1OCC(=O)Nc1cccc(S(=O)(=O)N2CCCC2)c1
-2	-0.5	-0.5	-7	3	-1	0	-1.0	i	-3	N#CC1(NC(=O)CN2C(=O)NC(Cc3c[nH]c4ccccc34)C2=O)CCCCC1 (stereo not drawn)
-1	1.1	0.0	0	-8	0	-2	0.0	i	-4	N=C(N)n1c(N)nc2ccccc2c1=O
0	-1.9	-0.5	-1	-1	-1	4	-1.1	i	4	Cc1nn(CC(=O)Nc2cccnc2)c(=O)c2ccccc12
-1	·	-0.8	0	-8	-2	2	-2.3	i	1	O=c1ccccn1Cc1c(Cl)cccc1Cl
2	0.1	-0.1	-4	-3	0	-1	1.0	i	2	CCCC1CCc2c(sc(NC(=O)c3cccs3)c2C(N)=O)C1 (stereo not drawn)
1	0.5	-0.9	1	-2	1	0	0.7	i	-4	O=C(CCS(=O)(=O)CCN1CCOCC1)NCNC(=O)CCS(=O)(=O)CCN1CCOCC1
1	0.2	0.5	1	-7	0	-4	0.0	i	0	COc1cc2c(cc1NC(=O)/C=C/c1ccc([N+](=O)[O-])cc1)oc1ccccc12
-3	-0.8	0.1	-1	-8	4	6	0.4	i	6	O=C(NCc1ccco1)N1c2ccccc2Sc2ccccc21
-7	-0.9	-0.7	0	-9	-1	3	-0.6	i	3	COc1ccccc1-c1nc(-c2ccncc2)no1
7	0.6	-0.4&-0.6	-27	35	5&1	1&1	32&9.4	i	26&-5	CCC(C)Sc1cc(-c2nc3ccc(C)cn3c2NCc2ccccc2)ccc1OC (stereo not drawn)
0	0.7	-0.9	3	-2	1	2	1.2	i	0	Cc1ccccc1C(=O)O/N=C(\N)c1ccccc1
·	1.1	-0.6	·	·	-5	-7	-1.8	·	·	CCCc1nc2ccccc2n1C(CC)C(=O)NC(C)(C)C (stereo not drawn)
0	0.0	-0.4	0	-1	2	7	0.9	i	4	COc1ccc(C)cc1S(=O)(=O)NC1CCCC1
·	-0.8	-0.7	·	·	0	0	-1.2	·	-5	CC(C)[C@@H]1Cc2[nH]n(C)c(=O)c2[C@H](c2ccc(F)cc2)O1
3	2.5	0.1	-5	-12	-29	-2	3.4	i	-8	Cc1cc2ccccn2c1C(=O)c1ccc([N+](=O)[O-])o1
-1	-0.3	-0.9	1	-5	1	-1	-0.6	i	-2	COCCNC(=O)CN1C(=O)CSc2cc(S(=O)(=O)N3CCCCCC3)ccc21
